Screening data from PubChem.
14-3-3g Raf – modulators of 14-3-3 gamma protein binding, primary screen, biochemical, fluorescence polarization; AID 422, 2006; 160,000 tested, 0.19% active; FP, 14-3-3gamma / TMR-pS259-Raf peptide binding; inhibition, % at 40 µM; in the data active = inhibition above about 30%;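 note: 0% = protein plus tracer without compound and 100% = blank with tracer alone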
Target sequence (P61981 whole entry, looked up): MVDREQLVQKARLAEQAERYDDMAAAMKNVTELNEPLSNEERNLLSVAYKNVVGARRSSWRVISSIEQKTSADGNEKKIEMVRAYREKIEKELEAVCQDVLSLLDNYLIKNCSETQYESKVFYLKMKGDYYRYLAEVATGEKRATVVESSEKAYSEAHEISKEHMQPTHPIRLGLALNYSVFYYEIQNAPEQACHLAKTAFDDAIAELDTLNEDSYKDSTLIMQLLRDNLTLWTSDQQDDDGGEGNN
* hit, by the source's call; & = joins results of further samples.

14-3-3g Raf	molecule
-10	COc1cccc(C2C(C(C)=O)=C(O)C(=O)N2CCO)c1 (stereo not given)
-5	CCc1c(C)c2ccc(OCC(=O)N(C)C)c(C)c2oc1=O
-3	O=C(Nc1ccccc1C(=O)N1CCCCC1)c1ccccc1
-5	CC1CN=C(NC2CCCCC2C)S1 (stereo not given)
-2	Cc1ccc(OCC(=O)Nc2ccc(Br)cc2)cc1
-2	Cc1ccc(C2CC(C(F)(F)F)n3nc(C(=O)N4CCN(c5ccccc5)CC4)c(Cl)c3N2)cc1 (stereo not given)
-5	CCOC(=O)c1[nH]c2cc(OC)c(OC)cc2c1NC(=O)CN(C)C1CCCCC1
-5	CC(C)CC(c1nnnn1CC1CCCO1)N1CCN(c2nc3ccccc3s2)CC1 (stereo not given)
-2	O=C(NCc1ccccc1)C1CCN(S(=O)(=O)c2ccc(Br)s2)CC1
-6	O=C(NCCc1ccccn1)c1ccc(COc2ccccc2)o1
0	COC(=O)C1C(c2ccccc2)C(C(=O)O)C1c1ccccc1 (stereo not given)
-1	COc1cccc(C2C(C(=O)OC3CCCCC3)=C(C)NC3=C2C(=O)CC(C)(C)C3)c1 (stereo not given)
-11	O=[N+]([O-])c1cccc(C=Nc2ccc3nc(-c4ccc5ccccc5c4)oc3c2)c1O
-10	COc1ccccc1Nc1nc(-c2cc3c(ccc4ccccc43)oc2=O)cs1
-2	Cc1ccc(C2C=C(c3ccc(I)cc3)Nc3ncnn32)cc1 (stereo not given)
-67	Clc1ccc(-c2ccc[nH]2)cc1
17	CC1CN(C(=O)C2CCCCC2)C(C)CN1C(=O)C1CCCCC1 (stereo not given)
0	CCCCCOC(=O)C1=C(C)NC(=O)NC1c1ccc(Cl)cc1 (stereo not given)
0	O=C(CSc1n[nH]c(-c2ccncc2)n1)NC1CCS(=O)(=O)C1 (stereo not given)
-3	CCOC(=O)C1=CN(c2ccc(C)cc2)C=C(C(=O)OCC)C1c1ccc(OC)cc1
-8	CCOc1ccccc1C(=O)N1CC(=O)Nc2ccc(Br)cc2C1c1ccc(F)cc1 (stereo not given)
-6	CCOC(=O)CSc1nnc(-c2ccc(NS(=O)(=O)c3ccc(C)cc3)cc2)o1
-10	Cc1ccc(-c2nc(-c3ccccc3)c(-c3ccccc3)[nH]2)cc1[N+](=O)[O-]
-2	COc1ccccc1Nc1cc(C(=O)NCCC2=CCCCC2)c2ccccc2n1
-6	O=c1cc(N2CCN(Cc3ccccc3)CC2)[nH]c(=O)n1Cc1ccc(F)cc1

Following part:
14-3-3g Raf	molecule
-6	Nc1ccn([C@@H]2O[C@H](CO)[C@@H](O)[C@@H]2O)c(=O)n1
-2	CCCC(C)NC(=O)c1cc(-c2ccccc2)nc2ccccc12 (stereo not given)
-24	Cc1cccc(OC(=O)CC2CS(=O)(=O)CC2CC(=O)Oc2cccc(C)c2)c1 (stereo not given)
-40	CCOc1ccc(C=Cc2nc3ccccc3n2S(=O)(=O)c2cccc(Cl)c2)cc1
-30	CC(=O)N1CCc2cc(Br)cc(S(=O)(=O)CCC(=O)Nc3ccc(C)cc3Br)c21
-1&-2	COc1ccc(N2C(=O)CSC2c2ccncc2)cc1 (stereo not given)
1	Cc1cccn2c(=O)c3cc(C(=O)Nc4ccccc4Cl)sc3nc12
-11	CC(=O)Nc1ccc(NC(=O)C2CCCN(c3nnc(-n4cccc4)s3)C2)cc1 (stereo not given)
2	COc1ccc(CCNC(=O)c2nc3ncccn3n2)cc1OC
0	CCCCCC(=O)N1CC2(C)CN(C(=O)CCCCC)CC(C)(C1)C2=O
-18	Cc1ccc(C23CC4CC(CC(Cl)(C4)C2)C3)cc1[N+](=O)[O-]
6	Cc1cc(-n2nnc3ccccc32)nc2ccccc12
-57	O=C1CN(O)C=C2N=c3ccccc3=C2N1c1ccc(Cl)cc1
-10	CCCSc1nnc2c(n1)OC(CC)Nc1ccccc1-2 (stereo not given)
-25	COc1cc(OC)cc(C(=O)Nc2ccc3oc(-c4cccc5c(Br)cccc45)nc3c2)c1
3	CCOc1cc2c(cc1OCC)C1C(C(=O)Nc3ccc(Br)cc3C)c3ccccc3C(=O)N1CC2 (stereo not given)
-6	O=C(CCN1CCN(S(=O)(=O)c2ccc(Cl)cc2)CC1)Nc1ccc(F)cc1
-4	CCN(CC)c1nc(C)nc2sc(C(=O)N3CC(C)CC(C)C3)c(C)c12 (stereo not given)
2	COCCNC(=O)CCN1C(=O)C(C)Oc2ccc(C)cc21 (stereo not given)
-11	Cc1nn2c3ccccc3nc2n1CCN1CCCCC1
0	CS(=O)(=O)N(CC(=O)Nc1ccc2c(c1)OCCO2)Cc1ccc(Cl)cc1
1	COc1ccc(OC)c(C2Nc3ccccc3NC3=C2C(=O)CC(c2ccccc2)C3)c1 (stereo not given)
1	Clc1ccccc1OCCCCn1ccnc1
-49	COc1ccc(N2C(=O)CSC2=S)c([N+](=O)[O-])c1
-5	COc1ccc(-n2c(SCCC#N)nnc2-c2cc(Cl)ccc2OC)cc1Cl

New compounds follow:
14-3-3g Raf	molecule
-20	O=C(Nc1ccccn1)c1cn(-c2ccc(Cl)cc2)c(=O)c2ccccc12
-3	O=C(O)C1CC1(C(=O)O)C(F)(F)F (stereo not given)
-4	C=CCn1c(=O)c2c(C)c(C)sc2n2c(Nc3ccc(OC)cc3)nnc12
4	CCOc1cc(/C=N/O)cc(Br)c1OC
2	Cn1c(SCC(=O)c2ccccc2)nc2c([nH]c3ccccc32)c1=O
-5	CCCOc1ccc(C2C(C(=O)OC(C)C)=C(C)NC3=C2C(=O)CCC3)cc1OC (stereo not given)
-1	COc1ccc(/C(O)=C2/C(=O)C(=O)N(CCCN(C)C)C2c2ccco2)cc1Cl (stereo not given)
-17	CCc1ccc2oc(-c3ccc(N)cc3)nc2c1
-1	CCCSc1nc(C)c(CC(=O)OCC)c(=O)[nH]1
-12	COC(=O)c1cccc2c1NC(c1ccccc1Br)C1CC=CC21 (stereo not given)
3	CCOC(=O)c1cc2c(c(CSc3nc4ccccc4c(=O)n3CCc3ccccc3)c1)OCOC2
-121	CC1(C(=O)O)CCC(C(=O)Nc2ccc(Nc3ccccc3)cc2)C1(C)C (stereo not given)
1	CCCNC(=O)CCNS(=O)(=O)c1ccc(Cl)cc1
-2	CC(=O)NC1Sc2ccccc2N=C1c1ccccc1 (stereo not given)
1	Fc1ccc(OCc2nn3c(Cn4nnc5ccccc54)nnc3s2)cc1
2	Cc1cccc(NC(=O)C2CC(=O)N(c3ccccc3)C2)c1 (stereo not given)
-10	CCOc1cccc(C(=O)Nc2nc(-c3ccc(S(=O)(=O)N4CCOCC4)cc3)cs2)c1
-3	Cn1c(C(=O)O)cc(=O)n(C)c1=O
-12&-29	Cc1noc(NS(=O)(=O)c2ccc(NC(=O)c3cnc4scc(C)n4c3=O)cc2)c1C
-3	O=C1c2ccccc2C(=O)N1C/C=C/c1ccccc1
4	COc1ccc(CNC(=O)C(C)NC(=O)c2cc3ccccc3o2)cc1 (stereo not given)
-4	COC(=O)c1c(NC(=O)Cn2cnc([N+](=O)[O-])n2)sc2c1CCCC2
-9	O=C(NCC(=O)N(Cc1ccco1)C(C(=O)NC1CCCC1)c1cccnc1)c1cccs1 (stereo not given)
-1	Cc1c(-c2ccccc2)[n+](=O)c(-c2ccco2)c(C)n1[O-]
1	Cc1nn(C)c(C)c1S(=O)(=O)N1CCN(Cc2ccc3c(c2)OCO3)CC1

Reprinted from the listing (5 entries):
14-3-3g Raf	molecule
2	Cc1cccc(NC(=O)C2CC(=O)N(c3ccccc3)C2)c1 (stereo not given)
-10	CCOc1cccc(C(=O)Nc2nc(-c3ccc(S(=O)(=O)N4CCOCC4)cc3)cs2)c1
-3	Cn1c(C(=O)O)cc(=O)n(C)c1=O
-12&-29	Cc1noc(NS(=O)(=O)c2ccc(NC(=O)c3cnc4scc(C)n4c3=O)cc2)c1C
-3	O=C1c2ccccc2C(=O)N1C/C=C/c1ccccc1

(list continues)
14-3-3g Raf	molecule
-4	CCc1ccccc1NC(=O)c1ccc(NCCc2ccccc2)c([N+](=O)[O-])c1
5	O=C(O)CCNc1cc(C(=O)O)ccc1C(=O)O
1	Nn1c(Cc2ccccc2F)nnc1SCC(=O)N1CC(=O)Nc2ccccc21
-19	CC(=O)N1N=C(c2ccccc2)CC1c1cc2cc3c(cc2nc1Cl)OCO3 (stereo not given)
-5	Cc1nc2nc(=S)[nH]n2c(C)c1Cc1ccc(Cl)cc1
-2	CCCn1c(SCc2ccccc2)nc2c1c(=O)[nH]c(=O)n2C
-12	CN(C)c1ccc(C2/C(=C(\O)c3ccc(F)cc3)C(=O)C(=O)N2Cc2cccnc2)cc1 (stereo not given)
4	O=C(NCc1ccccn1)C1CCC(CNS(=O)(=O)c2ccc(Cl)cc2)CC1 (stereo not given)
-36	CCOC(=O)C1=C(O)CSC1=Nc1ccccc1
2	NC1=NC2(CCN(Cc3ccccc3)CC2)n2c(nc3ccccc32)N1
2	Cc1[nH]c2ccccc2c1Cc1n[nH]c(=S)n1Cc1ccco1
-10	C=CCNc1ncnc2c1cnn2-c1ccccc1
0	COC(=O)CS(=O)(=O)c1nnc([C@H](Cc2ccccc2)NC(=O)OC(C)(C)C)o1
-6	CCOC(=O)c1ccc(NC(=O)CSc2nccn2C)cc1
0	CCOC(=O)c1cccc(NS(=O)(=O)c2ccc3c(c2)CCN3C(C)=O)c1
92*	OC(CN1CCOCC1)CN(c1ccccc1)c1ccccc1 (stereo not given)
-15	CSc1nc2ccc(N=Cc3ccc(O)cc3)cc2s1
-1	C=CCN(C(=O)CSc1cc(=O)n(C)c2cc(Cl)ccc12)c1ccccc1
-5	OC1CCCN(Cc2ccc3c(c2)Cc2ccccc2-3)C1 (stereo not given)
-8	CCOC(=O)C1=C(c2ccccc2)NC(=O)NC1c1cccc([N+](=O)[O-])c1 (stereo not given)
3	CCCS(=O)(=O)N1CCCC(C(=O)NCc2ccccn2)C1 (stereo not given)
-4	CCOc1ccc(S(=O)(=O)N2CCCCC2)c2ccccc12
-7	O=C(CN1C(=O)NC2(CCOc3ccccc32)C1=O)Nc1ccc2c(c1)OCCO2 (stereo not given)
0	Cc1c(NS(=O)(=O)CCl)c(=O)n(-c2ccccc2)n1C
-6&2	O=C(C1CCN(S(=O)(=O)c2cccnc2)CC1)N1CCN(c2ccc(Cl)cc2)CC1

In another format: 3 of the compounds above.
mol: OC(CN1CCOCC1)CN(c1ccccc1)c1ccccc1 (stereo not given)
  14-3-3g Raf: 92*

mol: O=C(O)CCNc1cc(C(=O)O)ccc1C(=O)O
  14-3-3g Raf: 5

mol: CCc1ccccc1NC(=O)c1ccc(NCCc2ccccc2)c([N+](=O)[O-])c1
  14-3-3g Raf: -4

Further compounds:
14-3-3g Raf	molecule
-6	Cc1nn(-c2ccccc2)c(C)c1NC(=O)c1ccc(S(=O)(=O)N2CCCC2)cc1
-19	CC(=O)Nc1ccc(NC2=CC(=NS(=O)(=O)c3ccc(C)cc3)c3ccccc3C2=O)cc1
-5	CCOC(=O)C1=NN(c2ccc(Cl)cc2)C(c2ccc(C)cc2)N(C(C)=O)N1C (stereo not given)
2	COCCNC(=O)CN1CCC(NC(=O)Nc2ccc(C(F)(F)F)cc2)CC1
-1	COC(=O)c1ccc(Cn2cnc3c2c(=O)n(C)c(=O)n3C)cc1
-6	CCN1CCN(C(=O)c2nn(-c3ccc(OC)cc3)c(=O)c3c2c2ccccc2n3C)CC1
4	CCn1c(C)nc2cc(O)ccc21
-3	CCc1ccc(OCc2nnc(SCC(=O)NCc3ccco3)o2)cc1
-1	CCOC(=O)C1C2C=CC3(CN(C4CCCCC4)C(=O)C13)O2 (stereo not given)
3	C/C(=C\C#N)n1nc(C)cc1N
-13	Cc1ccc(OCC(=O)Nc2ccc3nn(-c4cccc(Cl)c4)nc3c2)c(C)c1
-4	O=C(Nc1ccc(F)cc1)c1ccc(S(=O)(=O)N2CCc3ccccc3C2)cc1
3	CCCCCOC(=O)C1C2C=CC3(CN(c4ccc(C)cc4)C(=O)C13)O2 (stereo not given)
-4	O=C(CN1CCN(C(c2ccccc2)c2ccccc2)CC1)N1CCOCC1
-1	COc1ccc(C2CC(c3ccc(Br)cc3)Nc3nnnn32)cc1 (stereo not given)
-8	COc1ccc(Cc2noc(-c3cc(OC)c(OC)c(OC)c3)n2)cc1
1	CCOc1cc(C2Nc3ccccc3NC3=C2C(=O)CC(c2ccc(C)cc2)C3)cc([N+](=O)[O-])c1O (stereo not given)
-9	O=C(CSc1ncnc2ccccc12)NCCCO
-7	COc1ccc(-c2n[nH]c3c2C(c2ccc(O)cc2)N(c2ccc(Br)cc2)C3=O)cc1 (stereo not given)
-2	Cc1noc(C)c1S(=O)(=O)NC1CCN(Cc2ccccc2)CC1
-1	CCc1cccc(C)c1NC(=O)COc1ccccc1
4	CNC(=O)c1nnn(Cc2ccccc2)c1NC(C)=O
6	CCOC(=O)C1=C(N)c2ccccc2CC1C(C)C (stereo not given)
2	CC1=C(C(N)=O)C(c2ccccc2Cl)n2ncnc2N1 (stereo not given)
-14	O=C(c1ccc2c(c1)N(Cc1ccccc1F)C(=O)c1ccccc1S2)N1CCCC1

Later entries:
14-3-3g Raf	molecule
134*	C=CCOc1cccc(C2Nc3ccccc3-c3nnc(SC)nc3O2)c1 (stereo not given)
2	COc1ccccc1N(CC(=O)Nc1ccc(Br)c(C)c1)S(C)(=O)=O
-10	COC(=O)C1=CNC=C(C(=O)OC)C1c1ccc(SC)cc1
-22	CN1CC=C2C(C#N)=C(N)C(C#N)(C#N)C(Cc3ccccc3)C2C1 (stereo not given)
-5	Cc1cccc2[nH]c(-c3ccc(NC(=O)c4ccc(N)cc4)cc3)nc12

5 compounds out of the list above, arranged by the value under 14-3-3g Raf, descending.
compound,14-3-3g Raf
C=CCOc1cccc(C2Nc3ccccc3-c3nnc(SC)nc3O2)c1 (stereo not given),134*
COc1ccccc1N(CC(=O)Nc1ccc(Br)c(C)c1)S(C)(=O)=O,2
Cc1cccc2[nH]c(-c3ccc(NC(=O)c4ccc(N)cc4)cc3)nc12,-5
COC(=O)C1=CNC=C(C(=O)OC)C1c1ccc(SC)cc1,-10
CN1CC=C2C(C#N)=C(N)C(C#N)(C#N)C(Cc3ccccc3)C2C1 (stereo not given),-22

An excerpt (hit frequency here may not be typical).
